Cdc25B inh: human M-phase inducer phosphatase 2 inhibition | actives 0.1% (n = 65,000) | inhibition, %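 (compounds tested at 10 µM final in the well)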 | P30305 | AID 368 | recombinant Cdc25B, OMFP fluorescence Ex485/Em525; in the data active = inhibition above about 50%
Autofluor 339: intrinsic fluorescence of library compounds, ex339/em460 – biochemical, MLSMR library, data from DPM-DC assay, artefact control, profiling panel | compound autofluorescence, ex339/em460 nm, NADH buffer; active compounds read high; 1 = no-compound wells, NADH background | fluorescence fold increase at 10 µM | actives 5.5% (n = 65,000) | AID 709;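 active = at 10 µM, mean starting fluorescence two-fold or more over control wells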;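 also: signal is the first read of a kinetic run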
ROCK2 blocker: ROCK2 (human) kinase inhibition; purified ROCK2, Kinase-Glo ATP depletion luminescence; inhibition, % at 6 µM; AID 604; O75116; actives 0.35% (n = 60,000);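 active = inhibition above the screen-wide mean inhibition plus 3 SD, cut at about 18% in these data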;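 also: plate controls were DMSO wells for no effect and Y-27632 control wells after no-enzyme background subtraction for full effect; many of its hits are not listed in these tables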
PKA kinase inh: inhibitors of human protein kinase A; P17612; PKA Kemptide phosphorylation, Kinase-Glo ATP luminescence; inhibition, % at 6 µM; actives 0.1% (n = 65,000);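 active = inhibition above the screen-wide mean inhibition plus 3 SD, cut at about 21% in these data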; also: many of its hits are not listed in these tables
Hsp90 inh: displaces geldanamycin probe from tumor Hsp90 | P07900 | NCI-N417 lysate Hsp90, Cy3B-geldanamycin FP displacement | inhibition, % at 30 µM | actives 0.35% (n = 64,000) | AID 429;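 active = inhibition above 50%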;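 also: 0% = tracer plus lysate wells and 100% = tracer alone without lysate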
Abs 340nm: compound absorbs light at 340 nm; AID 708; fold change at 10 µM; compound absorbance at 340 nm, fold over control; 65,000 tested, under 10 active;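 active = at 10 µM dose, initial 340 nm absorbance at least 2 fold that of control wells; inactive = change under 2 fold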;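 also: initial absorbance extrapolated from kinetic A340 decline of NADH oxidation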
Her2 expr inh: lowers expression of human Her2 kinase. P04626. SKBR-3 HER2 protein level, AlphaScreen, 18-24 h; active compounds read low. HER2 level % of control, % at 10 µM. actives 0.69% (n = 65,000);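 active = HER2 level under 5% of the carrier-only control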;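 also: 100% = DMSO carrier and 0% = 500 nM PU-H71 HSP90 inhibitor; lower value means stronger loss of Her2 protein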
Target sequence (P04626 whole entry, looked up): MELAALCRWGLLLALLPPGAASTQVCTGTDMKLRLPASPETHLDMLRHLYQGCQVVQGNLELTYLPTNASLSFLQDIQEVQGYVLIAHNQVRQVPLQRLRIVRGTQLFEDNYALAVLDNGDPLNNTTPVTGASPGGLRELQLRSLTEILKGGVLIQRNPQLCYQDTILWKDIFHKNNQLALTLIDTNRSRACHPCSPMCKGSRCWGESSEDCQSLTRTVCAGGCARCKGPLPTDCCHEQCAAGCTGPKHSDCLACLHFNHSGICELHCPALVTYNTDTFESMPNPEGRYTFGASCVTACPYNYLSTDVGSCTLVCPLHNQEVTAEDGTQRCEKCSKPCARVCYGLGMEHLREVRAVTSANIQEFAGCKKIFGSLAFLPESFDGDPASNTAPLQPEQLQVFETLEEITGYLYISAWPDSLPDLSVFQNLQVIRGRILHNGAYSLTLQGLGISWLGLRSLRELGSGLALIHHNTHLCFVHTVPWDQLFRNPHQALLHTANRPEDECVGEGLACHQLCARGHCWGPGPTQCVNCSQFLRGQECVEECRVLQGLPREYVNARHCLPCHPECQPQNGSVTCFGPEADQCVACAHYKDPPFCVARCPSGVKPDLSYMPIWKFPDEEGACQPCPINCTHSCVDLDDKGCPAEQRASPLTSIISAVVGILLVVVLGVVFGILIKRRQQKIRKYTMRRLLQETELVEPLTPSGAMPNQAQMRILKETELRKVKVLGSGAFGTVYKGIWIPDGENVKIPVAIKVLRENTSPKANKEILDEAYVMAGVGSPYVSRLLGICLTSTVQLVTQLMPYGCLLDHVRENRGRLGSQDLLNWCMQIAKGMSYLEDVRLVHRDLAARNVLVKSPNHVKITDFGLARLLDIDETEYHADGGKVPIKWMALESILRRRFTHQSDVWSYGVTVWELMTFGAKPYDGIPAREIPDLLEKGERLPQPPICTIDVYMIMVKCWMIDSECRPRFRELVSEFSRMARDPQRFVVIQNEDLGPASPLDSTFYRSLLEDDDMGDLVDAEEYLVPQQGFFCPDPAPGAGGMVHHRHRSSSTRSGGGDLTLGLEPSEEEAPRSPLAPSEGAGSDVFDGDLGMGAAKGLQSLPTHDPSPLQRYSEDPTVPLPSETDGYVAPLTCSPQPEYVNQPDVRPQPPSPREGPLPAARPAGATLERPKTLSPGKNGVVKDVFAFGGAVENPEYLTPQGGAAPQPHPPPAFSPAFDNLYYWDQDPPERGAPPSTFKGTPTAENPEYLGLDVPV
DUSP1 inh: inhibitors of human MKP-1 phosphatase | recombinant MKP-1, OMFP hydrolysis fluorescence | actives 0.15% (n = 65,000) | inhibition, %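 (compounds tested at a single concentration somewhere between 10 and 100 µM)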 | AID 374;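 active = inhibition above about 50%, limit read from the data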;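 also: 0% = DMSO max control wells and 100% = wells with enzyme stopped by NaOH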
JNK3 blocker: JNK3 (human) kinase inhibition; P53779; actives 0.61% (n = 60,000); AID 746; inhibition, % at 8 µM; purified JNK3 kinase activity, HTS; in the data active = inhibition above about 17%;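 also: 0% = DMSO and 100% = reference inhibitor; many of its hits are not listed in these tables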
* hit, by the source's call; nt = not tested or not shown. A portion of the library (hit frequency here may not be typical).

Compound,Autofluor 339,PKA kinase inh,Abs 340nm,Cdc25B inh,DUSP1 inh,Her2 expr inh,ROCK2 blocker,JNK3 blocker,Hsp90 inh
COc1ccc(-n2c(Cc3cccn3C)nnc2SCC(=O)Nc2ccccc2OC)cc1,1.1,-3,1,-11,14,102,-2,4,-3
Cc1ccc(C)c2[nH]c(=O)c(C(c3nnnn3CCc3ccccc3)N3CCOCC3)cc12 (stereo not drawn),1.7,1,1.1,7,19,115,1,-12,-1
COc1cc(NC(=O)CN2CC(c3ccccc3)CC2=O)cc(OC)c1 (stereo not drawn),1.1,7,1,-7,2,101,5,-1,-2
FC(F)(F)c1nnc2ccc(N3CCOCC3)nn12,1.1,3,1,-8,-6,65,8,0,-4
CC(Oc1ccc(Cl)cc1)C(=O)Nc1ncccn1 (stereo not drawn),1,1,1,-11,-23,97,4,-3,-2
CC(=O)Nc1ccc(S(=O)(=O)N2CCC(NC(C)=O)(c3cccc(F)c3)CC2)cc1,1,-5,1,-3,2,108,nt,nt,-2
Cc1ccc(Cn2nnnc2CN2CCC(O)(c3ccc(F)cc3)CC2)cc1,1.1,-3,1,-19,11,96,-8,-4,2
CCc1nnc(NC(=O)CSc2nc3c(cc2C#N)CCC3)s1,1.6,9,1.1,-11,0,80,7,7,-2
CCN(CC)S(=O)(=O)c1cc(C(=O)O)ccc1Cl,1.1,7,1.1,-6,13,114,4,-2,-2
COc1ccc(C)cc1NC(=O)C1CCCN(S(=O)(=O)c2cccc3nonc23)C1 (stereo not drawn),1.1,2,1,3,4,54,nt,nt,-3
CCCC(c1nnnn1Cc1cccs1)N1CCN(c2nc3ccccc3s2)CC1 (stereo not drawn),1.1,8,0.99,-15,-21,109,4,-5,1
CC1=[N+]([O-])C(C)(C)C(C)N(O)C1=O (stereo not drawn),1,3,1,-1,-14,82,3,2,-6
COc1cc(-c2csc(C)n2)ccc1O,1.1,8,1,-10,-6,74,5,-3,3
CCC1(C(=O)OC)NC(c2ccco2)C2C(=O)N(c3ccccc3)C(=O)C21 (stereo not drawn),1.1,8,0.98,-3,13,132,1,-1,1
CCOC(=O)c1csc(NC(=O)CSc2nnnn2CC)n1,1,10,0.99,3,8,70,4,2,1
CN1CCN(c2nc3c(c(=O)n(C)c(=O)n3C)n2CC(=O)C23CC4CC(CC(C4)C2)C3)CC1,1,7,1,-1,1,76,5,-1,-3
Nn1c(COc2ccccc2)nnc1SCc1cc(=O)[nH]c2ccccc12,1.1,8,1,-2,15,112,8,0,-8
CCOC(=O)C1C(=O)CC(C)(O)C(C(=O)OCC)C1c1cccc(OC(F)(F)C(F)F)c1 (stereo not drawn),1,7,1,-20,34,84,4,-1,-1
CCOc1ccccc1Nc1nnc(SCc2ccc(C(=O)OC)o2)s1,1.1,4,1.1,1,19,77,-3,-2,-3
O=C(CSc1ncnc2c1oc1ccccc12)NCC1CCCO1 (stereo not drawn),1.1,2,1,-30,-12,116,0,-1,-4
CC1CN(c2oc(-c3ccco3)nc2C#N)CC(C)O1 (stereo not drawn),3.8*,-2,1.1,7,-12,69,4,-2,0
CCOC(=O)N1CCN(C(=O)c2oc3ccc(S(=O)(=O)N4CCOCC4)cc3c2C)CC1,1.1,8,1,-2,10,65,nt,nt,nt
Cc1cc(NC(=O)CSc2nnc(-c3cccnc3)n2C)no1,1.1,9,1,1,7,83,11,7,-2
Cc1c(C#N)c(N)c(C(=O)c2ccccc2)n1Cc1ccccc1,0.98,nt,0.99,-3,7,-32*,nt,nt,0
Cc1nc2nc(SCC(=O)NCc3ccco3)nn2c(C)c1Cc1c(F)cccc1Cl,1.1,6,1,-9,5,53,nt,nt,nt
Cn1c(SCc2nc(-c3cccs3)no2)nnc1C1CCCCC1,1,7,1,-5,4,81,2,-2,-4
N#Cc1c(/N=C/c2cccs2)sc2c1CCCCC2,1,6,0.98,-9,-12,53,25*,0,-5
O=C(NCc1ccccn1)C1CCN(S(=O)(=O)N2CCCC2)CC1,1.1,3,0.99,1,3,128,nt,nt,nt
CCN(CC)S(=O)(=O)c1ccc(C(=O)OCn2nnc3ccccc3c2=O)cc1,1,-4,1,-12,9,160,1,1,-3
CC(C)NC(=O)c1cc2c(-c3ccc(Cl)cc3)nn(C)c2s1,1.6,6,1.1,-8,7,79,5,-1,-4
O=C(CSc1nc(N2CCCCC2)nc(N2CCCCC2)n1)NC1CCCCC1,1.1,-2,1,-5,6,69,-3,-1,-2
COCCN1Cc2cccc(C(=O)Nc3ccc(S(=O)(=O)N4CCCCCC4)cc3)c2C1=O,1.4,-1,0.99,17,9,65,0,4,-4
COC(=O)c1ccc(C)c(NS(=O)(=O)c2ccc3c(c2)OCCO3)c1,1,4,1.1,-9,-11,61,4,1,-1
COc1cc2cc(CN(Cc3nnnn3C3CCCC3)C3CCCC3)c(=O)[nH]c2cc1OC,1.7,-1,1.1,7,-4,69,-2,4,-2
Cc1cc2c(c(=O)n1C)C(Cc1ccccc1)C(C#N)=C(N)O2 (stereo not drawn),1.4,7,1,1,-3,106,-1,-1,-2
CC(C)c1nc(SCc2c(F)cccc2Cl)c2c(=O)n(C)c(=O)n(C)c2n1,1.1,3,1.1,-4,6,51,3,-1,-3
Cc1occc1C(=O)Nc1cccc(Cn2cccn2)c1,1.1,6,1.1,-9,-5,129,-11,6,-15
COc1ccccc1C(=O)Nc1cccc(N(C)S(C)(=O)=O)c1,1.1,10,1,-3,-7,124,4,2,-2
O=C(CSc1nc(O)cc(=O)n1-c1ccccc1)N1CCCCC1,1,8,0.99,-8,-8,100,7,-14,-2
Cc1ccccc1N(CC(=O)Nc1ccccc1C(=O)O)S(C)(=O)=O,1.1,2,1,-4,5,134,1,5,-2
Cc1ccc(S(=O)(=O)N(Cc2nccn2C)C(C)C)cc1,1.1,8,0.99,0,-6,90,3,2,-3
c1ccc(Oc2ccc(-n3cnnn3)cc2)cc1,1.1,10,1,3,-4,138,4,6,-1
O=C(COc1ccccc1)Nc1nc(-c2ccc(S(=O)(=O)N3CCOCC3)cc2)cs1,1.2,1,1,1,20,98,3,7,0
Cc1ccc(CCNC(=O)C2CCC(=O)N2C2CCCC2)cc1 (stereo not drawn),1,10,0.97,-17,-11,104,6,1,-5
O=S(=O)(N1CCOCC1)N1CCCN(S(=O)(=O)N2CCOCC2)CC1,1,7,1,-11,-3,nt,11,5,0
Cc1cc(C)c2c(N=CN(C)C)c(C(=O)N3CCN(c4ncccn4)CC3)sc2n1,1.1,12,1.1,-9,26,114,6,6,-2
COc1cc2c(cc1OC)C(c1ccc3c(c1)OCO3)C1=C(CC(C)(C)CC1=O)N2 (stereo not drawn),4.9*,3,1.1,2,31,85,8,-8,2
CCOC(=O)N1CCC(c2cc(=O)n3[nH]c(C)c(-c4ccc(F)cc4)c3n2)CC1,1.8,6,1,4,35,68,-5,-2,-2
CCOc1ccc(/C(O)=C2/C(=O)C(=O)N(c3cc(C)on3)C2c2ccc(C(=O)OC)cc2)cc1 (stereo not drawn),1.1,-1,1.1,20,22,105,-15,-10,3
CN(CCC#N)CC(=O)Nc1ccc(NC(=O)CN(C)CCC#N)cc1,1,9,1,-8,2,97,4,-2,-8
COC(=O)C1=CNC=C(C(=O)OC)C1c1ccccc1Cl,3.6*,4,1,1,14,81,2,-4,1
O=C(NCCCN1CCOCC1)c1cc(-c2ccc3c(c2)OCO3)nc2ccccc12,1.2,4,1.1,-20,-3,79,2,3,-4
CCC(=O)Nc1nnc(Cc2ccccc2)s1,1.1,-5,1.1,-9,7,104,-1,0,-5
CCOC(=O)C1CCN(C(=O)CN(c2ccc(OC)cc2)S(=O)(=O)c2c(C)nn(C)c2C)CC1,1.1,6,1,-2,3,95,0,-3,-2
Cc1ccc(C)c(CSc2nnc(CCN)o2)c1,1.1,5,1,-2,-15,44,4,-5,1
CCn1c(COc2ccccc2C)nnc1SCC(=O)Nc1ccc2c(c1)OCCO2,1.1,-4,0.98,-10,-12,84,6,1,-4

New compounds follow:
Compound,Autofluor 339,PKA kinase inh,Abs 340nm,Cdc25B inh,DUSP1 inh,Her2 expr inh,ROCK2 blocker,JNK3 blocker,Hsp90 inh
O=C(CC(SCCO)c1ccc2c(c1)OCO2)c1ccco1 (stereo not drawn),1.1,11,1,-3,-2,16,1,0,-2
CC1CCCCN1C(=O)c1cc(F)c(F)cc1Cl (stereo not drawn),1.1,4,1.1,-7,-3,103,4,-2,-3
CCCc1cc(=O)[nH]c(SCC(=O)N(C)Cc2ccccc2)n1,1.1,11,1,-6,2,80,6,8,-1
Cn1c(=O)c2ncn(CC(=O)NCCOc3ccccc3)c2n(C)c1=O,1.1,-2,1,-7,1,101,2,1,-5
COC(=O)c1ccc(NC(=O)CSc2nnc(-c3ccncc3)n2N)cc1,1.1,-3,1,-6,9,81,nt,nt,nt
CCOC(=O)CNC(=O)c1cn(C)c(=O)c2cc(OC)c(OC)cc12,1.1,6,1.1,-16,4,73,nt,nt,nt
COc1ccc2c(c1)OC(O)(C(F)(F)C(F)F)CC2=O (stereo not drawn),1.1,4,1.1,-20,2,60,7,2,2
O=C(NCC(=O)N(c1ccc2c(c1)OCCO2)C(C(=O)NC1CCCC1)c1ccco1)c1ccco1 (stereo not drawn),1.1,5,0.98,-13,12,99,1,-2,1

Three entries already listed, ordered by SMILES length, largest number first:
Compound,Autofluor 339,PKA kinase inh,Abs 340nm,Cdc25B inh,DUSP1 inh,Her2 expr inh,ROCK2 blocker,JNK3 blocker,Hsp90 inh
O=C(NCC(=O)N(c1ccc2c(c1)OCCO2)C(C(=O)NC1CCCC1)c1ccco1)c1ccco1 (stereo not drawn),1.1,5,0.98,-13,12,99,1,-2,1
COc1ccc2c(c1)OC(O)(C(F)(F)C(F)F)CC2=O (stereo not drawn),1.1,4,1.1,-20,2,60,7,2,2
O=C(CC(SCCO)c1ccc2c(c1)OCO2)c1ccco1 (stereo not drawn),1.1,11,1,-3,-2,16,1,0,-2

Continued:
Compound,Autofluor 339,PKA kinase inh,Abs 340nm,Cdc25B inh,DUSP1 inh,Her2 expr inh,ROCK2 blocker,JNK3 blocker,Hsp90 inh
CCOc1ccccc1NC(=O)CCCc1nc2ccccc2c(=O)[nH]1,1.1,-4,1,-11,-1,56,-1,0,-1
CCSc1nnc(-c2ccccc2NC(C)=O)c(=O)[nH]1,1,9,1.1,-13,3,57,6,-2,3
CCOC(=O)CN1C(=O)C(O)(CC(=O)c2cccc(OC)c2)c2ccccc21 (stereo not drawn),1.1,10,1,3,-11,82,6,-6,-9
O=c1c2ccccc2c(/C=N/c2ncn[nH]2)c(O)n1Cc1ccccc1,0.98,-3,1.1,3,34,76,0,16,-3
CC1=C(C(=O)NCc2ccco2)C2(CCC(C)CC2)OC1=O (stereo not drawn),1,4,0.99,-13,-4,56,6,2,-4
CC(C)(C)NC(=O)Cn1cc(C#N)c2cc(Br)ccc21,1.1,8,1,-1,12,78,8,-1,-5
O=C(C1CCC1)N1CCC(c2nc3c(nnn3Cc3c(F)cccc3Cl)c(=O)[nH]2)CC1,1.1,4,0.98,2,30,66,4,-2,-2
C=CCn1c(N)c(C(=O)Nc2ccccc2)c2nc3ccccc3nc21,1.4,0,1.1,14,17,90,3,5,-7
COc1cccc(NS(=O)(=O)c2ccc3[nH]cc(C(=O)NCCC(C)C)c(=O)c3c2)c1,1.4,4,1,-13,19,75,3,0,-4
Cc1ccc(S(=O)(=O)NCCCN2CCOCC2)c(C)c1,1.1,-3,1.1,-7,3,91,nt,nt,nt
Cc1ccc(C)c(N2CCN(C(=O)CCCn3c(=S)[nH]c4cc5c(cc4c3=O)OCO5)CC2)c1,1,0,1,-13,17,87,nt,nt,0
Cc1cc(N2CCN(C3CCCCC3)CC2)nc2cccc(O)c12,1.4,15,1.1,-13,1,101,17,0,13
Cn1c(Cn2c(=O)sc3ccccc32)nnc1SCc1ccccn1,1.1,4,1,-2,19,110,1,2,-2

Compound activity from PubChem BioAssay.
